Bioassay records: PubChem BioAssay, several laboratories
VIM-2 inh – inhibitors of Pseudomonas aeruginosa VIM-2 metallo-beta-lactamase; inhibition, % at 5.6 µM; 0.89% of 290,000 active; purified VIM-2, nitrocefin hydrolysis, epi-absorbance fluorescence; AID 1527;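 active means inhibition above the mean of all tested compounds plus 3 SD, cutoff set per screening run, cut at about 7.5% in these data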;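 further: red hydrolysis product quenches plate fluorescence so inhibitors raise well fluorescence; 0% = enzyme with DMSO and 100% = DMSO without enzyme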
IDE act – boosts human insulin-degrading enzyme activity in HEK cells; activation, % at 5.96 µM; 0.073% of 340,000 active; FAbeta-B cleavage, fluorescence polarization; 0% vehicle, 100% cell-free pure enzyme wells; AID 493087; P14735;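 active means activation above the mean of all tested compounds plus 3 SD, set per screening campaign, cut at about 17% in these data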
HCV NS3 hel inh – HCV NS3 helicase inhibition. inhibition, % at 10.9 µM. 0.56% of 290,000 active. NS3 helicase DNA unwinding, Cy5 molecular beacon fluorescence;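 active means inhibition above the mean of all tested compounds plus 3 SD, set per campaign, cut at about 35% in these data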;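 further: 0% = DMSO wells and 100% = thioflavine S control wells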
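assay system = NS3 helicase fragment of HCV | buffer or medium = MOPS pH 6.5, MgCl2, DTT, Tween20, BSA | timing = 60 min unwinding reaction at 25 °C after ATP addition | signal = Cy5 beacon fluorescence read at start and 1 h | read-out basis = % inhibition of unwinding | control set = low DMSO, high thioflavine S at 110 µM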
CRFBP-R2 block – antagonists of CRF-binding protein/CRF-R2 receptor complex; HEK293 CRF-R2/CRF-BP, CRF-induced calcium fluorescence; inhibition, % at 11.8 µM; 0.59% of 350,000 active; AID 588475;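 active means inhibition of the ligand-induced calcium signal above about 50% at the single tested concentration, limit read from the data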
UBC9 SUMO inh – inhibitors of human SUMOylation (UBC9). inhibition, % at 35 µM. HTRF SUMOylation assay, SAE1/SAE2 + UBC9, in vitro. P63279. AID 2006. 0.36% of 290,000 active; in the data active means inhibition above about 50%, passing the limit was not always enough; further: strong numbers were not always called active
IMP-1 inhibitor – blocks Pseudomonas aeruginosa IMP-1 metallo-beta-lactamase. purified IMP-1, nitrocefin hydrolysis, epi-absorbance fluorescence. inhibition, % at 5.6 µM. 0.45% of 290,000 active. AID 1556;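 active means inhibition above the mean plus 3 SD of all compounds in the same screening run, cut at about 4.5% in these data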;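 further: 0% = IMP-1 with DMSO and 100% = DMSO wells lacking enzyme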
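System – purified recombinant IMP-1 beta-lactamase · Input – IMP-1 dispensed at 0.2 nM · Timing – 15 min preincubation plus 25 min reaction at 25 °C · Signal – Epi-absorbance fluorescence, 480 nm excitation, 530 nm emission · Measure – percent IMP-1 inhibition derived from blank-referenced optical density · Controls – Enzyme-plus-DMSO low control, enzyme-free DMSO high control · Replication – singlicate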
IDE cell inh – inhibits human insulin-degrading enzyme in HEK cells. FAbetaB cleavage, fluorescence polarization. 0.41% of 320,000 active. P14735. inhibition, % at 5.59 µM;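 active means percent inhibition above the average of all tested compounds plus 3 SD, set per screening campaign, cut at about 16% in these data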;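 further: IDE supplied by intact live HEK cells; FP after avidin binding of uncleaved biotin substrate so inhibition keeps polarization high; 0% = DMSO wells and 100% = 60 µM reference IDE inhibitor Ii1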
GalR3 antagonist – human GalR3 antagonism. O60755. AID 651719. HEK293 GalR3-CNG cAMP membrane potential fluorescence; galR3 body fused to GalR1 C-terminus. inhibition, % at 3 µM. 0.44% of 360,000 active;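 active means inhibition above the screen-wide average plus 3 SD, cut at about 13% in these data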;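 further: forskolin and galanin both at EC90 stimulate the cells; cAMP rise reported by CNG channel membrane potential dye signal; 0% = forskolin plus galanin with DMSO and 100% = forskolin alone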
pCIP destab – compounds decreasing mouse p/CIP protein stability; Q05BA5; decrease of EGFP signal, % at 10 µM; 0.01% of 290,000 active; AID 1984; F442A p/CIP-EGFP cells, EGFP fluorescence, 16 h;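 active means EGFP signal decrease of at least 30% at 10 µM or well 3 SD below plate mean, unless failing retest; inactive means the rest, including hits failing retest or dose response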; further: some compounds called inactive have numbers as strong as hits; many of its hits are not listed in these tables
Starred values were filed as active, the others as inactive; x = no result given.

VIM-2 inh	IDE act	HCV NS3 hel inh	CRFBP-R2 block	UBC9 SUMO inh	IMP-1 inhibitor	IDE cell inh	GalR3 antagonist	pCIP destab	structure
-2.5	2	-2	0	0	-3.1	8	2	-4	O=C(N/N=C/c1ccc(O)cc1)c1cc(-c2ccc3c(c2)OCO3)n[nH]1
-1.7	4	-2	-4	-11	-3.6	5	-3	7	CCOC(=O)CSc1nc2cc(OC)ccc2cc1C#N
-1.5	1	6	6	-2	-8.3	3	-4	-15	CC(C)N(c1nnc(N)s1)C(C)C
-1.9	-2	4	-10	7	-1.3	0	-11	5	Cc1ccnc(NC(=O)c2cnc(Cl)c(Cl)c2)c1
-1.5	-6	-13	-10	25	-3.4	6	-4	-10	CC(C(=O)Nc1ccccc1C(=O)O)n1c(C(F)(F)F)nc2ccccc21 (stereo unspecified)
-2.1	2	9	0	10	-2.8	0	-5	-12	CCOc1ccc(S(=O)(=O)NCCC(=O)OCC(=O)c2ccc[nH]2)cc1
-1.9	5	-4	-7	11	-2.5	-14	-6	-14	COc1ccc(/C=N/n2c(=O)[nH]c3c([nH]c4ccc(F)cc43)c2=O)cc1CN1CCCCC1
-0.5	2	5	5	-1	-0.5	0	5	-3	CC(=O)Nc1ccc(OC(=O)C(CCS(C)(=O)=O)N2C(=O)c3ccccc3C2=O)cc1 (stereo unspecified)
1.3	5	0	-6	-2	-1.2	-9	-1	-3	CC1(C)C(c2cccs2)=[N+]([O-])C2(CCCCC/C2=N\O)N1O (stereo unspecified)
-2.0	3	0	1	-4	-2.8	2	0	-11	Cc1cc(O)c(C(C)C)cc1NC(=O)c1ccccc1Cl
1.4	1	18	27	x	-0.5	0	-7	-15	NS(=O)(=O)c1ccc(NC2=CC(=O)C(=O)c3ccccc32)cc1
x	1	x	-10	x	x	2	-10	x	CN(c1ccccc1)S(=O)(=O)c1cc(C(=O)N2CCN(c3ncccn3)CC2)ccc1Cl
3.2	4	1	17	2	-1.1	-6	-4	-1	CC(C)(C)C(=O)COC(=O)c1cc(-c2cccnc2)nc2ccccc12
2.3	-4	8	18	17	-2.5	4	-1	1	O=C1c2ccccc2C(=O)C1c1ccc(O)cc1
x	3	x	-6	x	x	7	-6	x	COc1ccccc1C(=O)Nc1ccc2ccccc2c1
-4.1	-3	4	5	-8	-4.5	0	2	-18	CC(=O)c1ccc(NC(=S)NNC(=O)NC2CCCCC2)cc1
-1.7	5	4	-11	10	-0.8	2	-7	0	Cc1ccc(-n2nc3c(=O)n(CCCC(=O)NCc4ccccc4Cl)nc(C)c3c2C)cc1
-0.9	8	6	2	4	0.5	-4	-1	5	O=C(OCCN1CCOCC1)c1ccc(OCCN2CCOCC2)cc1
-0.4	6	4	8	12	-1.0	-2	0	10	CC(=O)Nc1ccc(NC(=O)CCC(=O)OCC(=O)c2cccc([N+](=O)[O-])c2)cc1
-1.6	6	-2	-28	10	-1.7	-4	1	13	O=C(O)CCN1C(=O)c2ccc(NC(=O)COc3ccccc3)cc2C1=O
-2.9	3	-5	9	16	-4.2	-4	-7	-10	NC(=O)CC(NC(=O)c1ccc(Cl)cc1)C(=O)NCCc1ccc(S(N)(=O)=O)cc1 (stereo unspecified)
-0.2	-2	2	4	7	-4.0	2	-8	-2	Cc1nnc(NC(=O)CCS(=O)(=O)Cc2ccccc2)s1
-5.0	7	-5	-3	-29	-1.8	5	-5	-8	CC1CN(C(=O)c2ccc(CNS(=O)(=O)c3cccc(C(F)(F)F)c3)cc2)CC(C)O1 (stereo unspecified)
0.4	-4	2	7	4	0.3	4	-10	8	CN1CCN(CC(=O)Nc2ccc(OC(F)(F)F)cc2)CC1
-1.9	-2	6	1	15	-0.5	4	-9	-16	CC(=O)N(Cc1cc(=O)[nH]c2ccccc12)c1ccc(C)cc1C
-0.3	3	4	-33	16	-3.0	-13	-7	-11	CC(C)(C)NC(=S)N/N=C/c1cc(Br)c(O)c(Br)c1
-3.2	6	4	6	6	-2.3	-2	-4	-6	NC(=O)CN1C(=O)C(O)(CC(=O)c2ccccc2O)c2ccccc21 (stereo unspecified)
-1.1	5	0	-11	12	0.1	-10	-8	-7	O=C(NCCc1ccccn1)c1cc2ccccc2o1
-1.4	3	-8	17	11	-4.0	0	-3	-23	CCCC1O[C@@H]2CC3C4CCC5=CC(=O)C=C[C@]5(C)C4C(OC(C)=O)C[C@]3(C)[C@]2(C(=O)COC(C)=O)O1 (stereo partly specified)
-4.4	2	7	11	13	-2.0	-2	4	-18	COCCNC(=O)CSc1ccccc1C(=O)O

Arranged by the number under VIM-2 inh (smallest number first): some entries from above
VIM-2 inh	IDE act	HCV NS3 hel inh	CRFBP-R2 block	UBC9 SUMO inh	IMP-1 inhibitor	IDE cell inh	GalR3 antagonist	pCIP destab	structure
-1.6	6	-2	-28	10	-1.7	-4	1	13	O=C(O)CCN1C(=O)c2ccc(NC(=O)COc3ccccc3)cc2C1=O
-1.1	5	0	-11	12	0.1	-10	-8	-7	O=C(NCCc1ccccn1)c1cc2ccccc2o1
-0.3	3	4	-33	16	-3.0	-13	-7	-11	CC(C)(C)NC(=S)N/N=C/c1cc(Br)c(O)c(Br)c1
0.4	-4	2	7	4	0.3	4	-10	8	CN1CCN(CC(=O)Nc2ccc(OC(F)(F)F)cc2)CC1

Continued.
VIM-2 inh	IDE act	HCV NS3 hel inh	CRFBP-R2 block	UBC9 SUMO inh	IMP-1 inhibitor	IDE cell inh	GalR3 antagonist	pCIP destab	structure
x	2	x	4	x	x	2	-1	x	Cc1c(C(=O)NCC2CCCO2)oc2c(Cl)cccc12 (stereo unspecified)
-0.3	2	-4	-15	28	-1.8	-3	-4	-5	O=C(NC1CCCC1)C1CCC(CNS(=O)(=O)c2ccccc2)CC1 (stereo unspecified)
-3.4	5	1	9	4	0.7	4	-3	2	Cc1nnc(SCC(=O)N/N=C/c2cc(Cl)c(O)c(Cl)c2)s1
x	3	x	3	x	x	-2	-4	x	O=C(O)C1=C[C@@H](C2CC2)C[C@@H](OCCCCO)O1
-1.4	4	5	-4	9	-3.1	5	-5	7	CCC(=O)Nc1nn(C)c2nc3c(C)cccc3cc12
-1.6	0	8	-17	2	-1.4	6	-2	-4	COc1cccc(NC(=O)N2CCC(n3nnc4ccccc43)CC2)c1
-0.5	1	0	-8	-2	-3.2	4	-9	-4	CCc1cccc(CC)c1NC(=O)NC1CCCCC1
x	-4	x	-2	x	x	5	-6	x	O=C(COC(=O)c1n[nH]c2ccccc12)Nc1ccccc1Br
-1.6	0	0	-19	5	-3.2	7	2	-4	Cc1ccc(/C=N/NC(=O)c2cccs2)cc1[N+](=O)[O-]
-0.6	-1	1	18	14	-1.1	-1	-1	-1	COc1ccc(C(=O)C2CCCN(C(=O)c3ccc(F)cc3)C2)cc1OC (stereo unspecified)
0.4	5	-4	-6	11	-1.0	1	-6	5	CC(C)Cc1nnc(NC(=O)CCC(=O)NC2CCCCCCC2)s1
-0.4	-2	1	-13	22	-2.5	2	-4	-10	CCN(CC)C(=O)C(=O)c1cccn1-c1cccc(OC)c1C#N
-2.3	0	5	10	16	-3.1	4	-5	-9	O=C1CCCC2=C1C(c1ccc(OS(=O)(=O)c3ccc(Cl)cc3)cc1)C1=C(CCCC1=O)O2
x	0	x	-9	x	x	8	-4	x	Cc1noc(C)c1CSc1nnc2n(-c3ccccc3)c(=O)c3ccccc3n12
-1.7	4	-10	-3	4	-3.2	4	-6	12	COc1ccc(C(=O)CSc2ncnc3nc[nH]c23)cc1
-5.6	2	3	60*	12	-0.1	2	-3	-12	Cc1ccc(CC(=O)NCCCc2ccccc2)cc1
-5.3	3	-15	-14	-9	-2.7	6	-7	-8	Cc1nn(-c2ccccc2)c2c1C(c1ccc(Cl)cc1)N(c1ccccc1)C(=O)N2 (stereo unspecified)
-1.9	5	1	-14	16	-2.5	-5	1	-11	CCCCn1c(N)c(N(CCOC)C(=O)COC(=O)c2ccccc2OCC)c(=O)[nH]c1=O
-0.5	7	-8	-7	13	-1.1	2	6	-1	CC(=O)N/C(=C\c1ccc(F)cc1)C(=O)NC(Cc1ccccc1)C(=O)O (stereo unspecified)
-3.3	6	4	32	-10	-1.5	0	-7	-9	Cc1ccc(C2NC(=O)NC(O)(C(F)(F)F)C2C(=O)c2cccs2)o1 (stereo unspecified)
-1.8	3	12	-6	21	-2.9	7	-2	-14	Cc1ccc(C23CCC(=O)N2C(C(=O)O)CS3)c(C)c1 (stereo unspecified)
x	8	x	13	x	x	0	-1	x	O=[N+]([O-])c1ccc(S(=O)(=O)NCC(c2ccco2)N2CCc3ccccc3C2)cc1 (stereo unspecified)
-2.0	3	9	-15	8	-3.7	4	-7	0	COC(=O)c1cc(CSc2nnc(NC3CCCCC3)s2)oc1C
-2.0	5	-13	-49	-10	-2.8	7	-2	4	CC(C)(C)C(=O)Nc1nnc(COc2ccc(Cl)cc2)s1
-1.9	-3	-1	-1	4	-3.7	6	1	6	COC(=O)CCC(=O)Nc1sc(C)c(C)c1C(N)=O
-3.6	4	2	-8	6	-2.6	4	-3	1	COc1cccc(OC)c1C(=O)OCC(=O)NCC(C)C
-4.6	4	15	0	12	-5.3	5	x	-3	O=C(/C=C/N1CCOCC1)c1ccc(-c2ccccc2)cc1
1.6	8	12	3	-7	-2.7	3	-5	3	O=C1c2cccnc2C(=O)N1Cc1ccc2c(c1)OCO2
-2.1	4	-1	28	1	-2.6	1	-6	0	CCCn1nnnc1SCC(=O)N1CCN(C(=O)c2ccco2)CC1
-1.3	2	0	14	14	2.0	0	-4	-12	CC(=O)c1cccc(NC(=O)C2CC(c3ccc(F)cc3)=NO2)c1 (stereo unspecified)
0.2	1	6	-10	9	-0.7	3	2	1	CCOC(=O)c1[nH]c(C)c(/C(O)=C2\C(=O)C(=O)N(CCN(C)C)C2c2ccncc2)c1C (stereo unspecified)
0.1	2	11	7	-4	0.0	4	-3	-24	Cc1ccc(-c2noc(CC(c3ccccc3)c3ccccc3)n2)cc1
-4.0	6	-6	-2	-18	0.1	-2	-3	5	Cc1nn(C)cc1CNC(=O)c1cccc(Br)c1
-0.8	-2	-1	1	18	-2.2	1	-4	-2	COC(=O)[C@@H]1CCCN1C(=O)c1cc(COc2cccc3cccnc23)on1
-3.2	7	-16	13	3	-3.7	1	-1	-11	COc1ccc(N2CCN(c3ncnc4scc(-c5ccc(F)cc5)c34)CC2)cc1
-3.0	3	-1	-12	x	-3.3	0	-7	x	Cc1ccccc1NC(=O)CCN1CCCCCC1
-1.4	-3	0	-1	8	-0.1	2	-6	-5	CC(=O)c1c(C)[nH]c(C(=O)Nc2ccc(C)cn2)c1C
-1.7	5	-1	4	20	-3.0	1	2	-7	Cn1ncc2c(NCc3ccccc3)nc(NCCCO)nc21
-1.7	-1	4	-3	-3	-2.5	-2	-3	4	Nc1cc(N)nc(SCC(=O)NCC2CCCO2)n1 (stereo unspecified)

Compounds as they come; about 3.2% have a hit in one of these screens.
